BAZ2B block: blocks human BAZ2B; AlphaScreen BAZ2B-H3K14Ac peptide displacement; Potency, µM (doses to about 114 µM), without a hit: top-dose activity change, negative = inhibition, most hits filed as inhibitors; hit rate 4.4% among 360,000; AID 504333; also: potency is read from the fitted curve at half-maximal effect; % is scaled to controls: 0 for no effect and ±100 for the full control effect; nearly all actives have a fitted effect of over 60% in size
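Complex of BAZ2B and biotin-H3K14Ac (50 nM apiece) forms over 30 min at RT, then faces library compounds up to 110 uM for another 30 min; AlphaScreen beads added, 20 min dark incubation, luminescence read.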
JMJD2A Tudor: JMJD2A Tudor domain (human) inhibition. AID 504339. Potency, µM (series often up to 114 µM), without a hit: at the highest dose activity change, negative = inhibition, most hits filed as inhibitors. AlphaScreen JMJD2A-Tudor / H3K4me3 peptide binding. O75164. hit rate 4.4% among 390,000; also: potency is read from the fitted curve at half-maximal effect; % is scaled to controls: 0 for no effect and ±100 for the full control effect; nearly all actives have a fitted effect of over 50% in size
PI4K2A block: blocks human PI4K2A kinase activity. Q9BTU6. purified PI4K2A, ADP-Glo luminescence, 1 h; hits give low values. activity change, negative = inhibition, % at 76.9 µM. hit rate 0.13% among 420,000; in the data active = activity change below about -50%; inconclusive = mostly about -30% to -49%;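 also: -100% = wells without enzyme as full effect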
Target sequence (Q9BTU6 whole entry, looked up): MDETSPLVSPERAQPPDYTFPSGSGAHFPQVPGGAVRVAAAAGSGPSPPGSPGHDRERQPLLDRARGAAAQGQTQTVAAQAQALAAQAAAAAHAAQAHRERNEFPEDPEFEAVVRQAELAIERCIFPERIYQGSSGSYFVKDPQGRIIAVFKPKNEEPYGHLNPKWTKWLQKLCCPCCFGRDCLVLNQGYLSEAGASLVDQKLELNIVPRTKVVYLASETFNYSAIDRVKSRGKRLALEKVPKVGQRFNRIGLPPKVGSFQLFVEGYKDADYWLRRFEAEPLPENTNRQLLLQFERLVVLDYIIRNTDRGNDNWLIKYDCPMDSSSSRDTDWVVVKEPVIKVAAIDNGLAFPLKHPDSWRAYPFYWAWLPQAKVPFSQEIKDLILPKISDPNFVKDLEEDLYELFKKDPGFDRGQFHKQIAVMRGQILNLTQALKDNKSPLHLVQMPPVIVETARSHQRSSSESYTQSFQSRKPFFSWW
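ADP-Glo luminescence measured ADP generated by PI4K2A enzyme (4 ug/mL before mixing) with 1.2 mM PI substrate (pre-mix) and 300 microM ATP (pre-mix). Tris pH7.5 buffer with MgCl2, Triton X-100; 1 h reaction at ambient temperature.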
GLS inh: blocks human kidney-isoform glutaminase activity. GLS enzymatic activity, qHTS titration. Potency, µM (top dose mostly 45.5 µM), for inactives: at the highest dose activity change, negative = inhibition, most hits filed as inhibitors. hit rate 0.21% among 410,000; also: potency is read from the fitted curve at half-maximal effect; % is scaled to controls: 0 for no effect and ±100 for the full control effect
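Read-out is an Amplex red fluorescence increase coupled through glutamate oxidase and HRP, measured before and after 30 min room-temperature incubation. hKGA is in 45 mM KH2PO4 (pH 8.2) with 0.02% Tween-20; glutamine added as 1mM solution.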
HP1b binding inh: inhibitors of HP1-beta chromodomain binding to methylated histone tails; P83916; hit rate 0.56% among 390,000; Potency, µM (series often up to 114 µM), inactives show top-dose activity change, negative = inhibition, most hits filed as inhibitors; AlphaScreen HP1-beta / biotin-H3K9me3 peptide binding; AID 540317; also: potency is read from the fitted curve at half-maximal effect; nearly all actives have a fitted effect of over 70% in size; inactives centre near 23
Target sequence (P83916 whole entry, looked up): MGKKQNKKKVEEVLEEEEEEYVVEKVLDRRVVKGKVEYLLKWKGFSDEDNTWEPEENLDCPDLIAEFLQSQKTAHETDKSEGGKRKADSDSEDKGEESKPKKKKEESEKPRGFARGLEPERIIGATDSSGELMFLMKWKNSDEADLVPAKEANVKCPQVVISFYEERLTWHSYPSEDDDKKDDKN
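HP1-beta protein (50 nM final) preincubated 30 min at room temperature with biotinylated H3(1-18)K9me3 peptide (50 nM) in PBS pH 7.4, 0.01% Tween-20, then compound added for 30 min. AlphaScreen streptavidin donor/nickel chelate acceptor beads (10 ug/mL final), 30 min dark, luminescence read.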
G9a inh: G9a (human) methyltransferase inhibition; Q96KQ7; G9a H3K9 monomethylation, AlphaScreen, 2 h; Potency, µM (doses to about 102 µM), for the others: at the top dose activity, negative = inhibition, hits mostly inhibitors; hit rate 8.8% among 350,000; also: potency is read from the fitted curve at half-maximal effect; % is scaled to controls: 0 for no effect and ±100 for the full control effect; nearly all actives have a fitted effect of over 75% in size
Target sequence (Q96KQ7 913-1193 limits assumed): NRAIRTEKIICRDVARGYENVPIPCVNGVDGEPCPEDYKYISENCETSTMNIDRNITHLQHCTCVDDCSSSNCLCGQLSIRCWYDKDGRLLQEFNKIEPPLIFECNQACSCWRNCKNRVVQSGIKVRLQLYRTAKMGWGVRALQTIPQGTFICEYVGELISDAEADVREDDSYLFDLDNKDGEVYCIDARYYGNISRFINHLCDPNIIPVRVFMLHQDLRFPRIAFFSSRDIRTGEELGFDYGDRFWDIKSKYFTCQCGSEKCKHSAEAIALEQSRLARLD
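Using a bead-based AlphaScreen, monomethylated H3K9 product from 2 h room-temperature reactions (G9a 20 nM, peptide 500 nM, SAM 20 uM) was detected with 0.5 ug/mL rabbit anti-H3K9me1 antibody.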
ERG-DNA inh: ERG Ets/DNA interaction inhibition; fluorescence polarization, His-ERG Ets domain / labelled DNA; Potency, µM (series often up to 76.9 µM), without a hit: at the top dose FP activity, negative = inhibition, hits mostly inhibitors; hit rate 0.028% among 370,000; AID 624246; active = well fitted inhibition curve with a large enough effect in the polarisation, with a control signal flat; inconclusive = small, poorly fitted or top-dose-only effect, or effect the other way, or a change in a side signal; inactive = no such curve, though single readings can be large or run the other way; the % refers to the polarisation;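 also: polarization taken with two DNA probes labelled with fluorescein and Texas red; potency is read from the fitted curve at half-maximal effect; % of control where 0% means no effect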
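His-tagged ERG Ets domain (1 uM in the protein solution; 300mM KCl, 50mM Tris-HCl, 1mM EDTA, 1mM DTT, pH 7.5) received compound, then a probe mix of 5 nM fluorescein-DNA and 100nM Texas-615-DNA. Fluorescence polarization was read for both dyes.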
PGK inhibitor: T. brucei PGK inhibition. P07378. PGK/GAPDH coupled, Kinase-Glo luminescence, 60 min. Potency, µM (top dose mostly 57.5 µM), for inactives: at the highest dose activity change, negative = inhibition, hits mostly inhibitors. hit rate 0.043% among 380,000; also: potency is read from the fitted curve at half-maximal effect; % is scaled to controls: 0 for no effect and ±100 for the full control effect; nearly all actives have a fitted effect of over 60% in size
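Recombinant glycosomal PGK reaction used 1,3-bisphosphoglycerate generated in-well by GAPDH (100nM final) in 100mM TEA pH 7.6, 5mM MgCl2, 0.01% Tween-20. After 60 minutes at room temperature, ATP was read by Kinase-Glo Plus luminescence end-point.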
Pin1 inh: inhibitors of human Pin1. Q13526. Pin1 FP peptide displacement, HiFluor488, 10 min. Potency, µM (top dose mostly 115 µM), inactives show at the top dose activity, negative = inhibition, usual class: inhibitors. hit rate 0.009% among 390,000; active = well fitted inhibition curve with a large enough effect in the polarisation, with a control signal flat, not every such curve was filed as active; inconclusive = small, poorly fitted or top-dose-only effect, or effect the other way, or a change in a side signal; inactive = no such curve, though single readings can be large or run the other way; the % refers to the polarisation; also: potency is read from the fitted curve at half-maximal effect; % is scaled to controls: 0 for no effect and ±100 for the full control effect
Starred values were filed as active, the others as inactive; i = inactive; ? = inconclusive; . = not tested or not shown; & = joins results of further samples; [ ] = remark or other dose. Unless noted, calls follow the shape of the dose curve; as a rule, active = well fitted curve in the direction sought with a large enough effect; inconclusive = small, poorly fitted or top-dose-only effect, or another doubt; inactive = no such curve, though single readings can be large; an effect the other way counts as inactive or inconclusive. No enrichment for hits, and some 11% of all compounds hit somewhere here.

SMILES | BAZ2B block | JMJD2A Tudor | PI4K2A block | GLS inh | HP1b binding inh | G9a inh | ERG-DNA inh | PGK inhibitor | Pin1 inh
CN(C)/C=N/C(=S)Nc1cc(Cl)cc(Cl)c1 | 5% | -6% | 1 | 0% | 29% | ? | -14% | -5% | -3%
COc1ccccc1NC(=O)c1cc2c(n(-c3ccc(C)cc3)c1=O)CC(C)(C)CC2=O | 6% | -13% | 0 | -2% | 14% | 0%[59 µM] | -2% | -2% | 2%
Cc1ccc(S(=O)(=O)N/N=C\c2ccc3c(c2)OCO3)cc1 | -6%[57.1 µM] | -13% | 1 | 0% | 28% | 10% | . | -1% | -4%
CN(CC(=O)Nc1ccc(F)cc1F)S(=O)(=O)c1cccc2nsnc12 | . | -13% | -1 | -3% | 16% | 2%[59 µM] | -2% | -3% | 0%
FC(F)(F)c1nc(SCc2ccccc2)n[nH]1 | . | -1% | 4 | 0% | 43% | . | -8% | -1% | -2%
CCOc1ccc(NC(=O)CSc2nnnn2C2CC2)cc1S(=O)(=O)N1CCCC1 | 1% | -11% | -2 | 20% | 27% | -9%[59 µM] | 0% | 3% | 3%
CC(C)[C@H](NC(=O)c1ccccc1F)C(=O)OCCN1C(=O)c2ccccc2C1=O | . | -8% | -1 | 7% | 25% | . | -3% | -1% | 1%
COC(=O)Nc1ccc(S(=O)(=O)Nc2cnc3ccccc3n2)cc1 | 17% | 1% | 6 | 2% | 21% | -9% | -4% | -2% | -3%
Cc1noc(C)c1CS(=O)(=O)Cc1ccc(Cl)cc1 | -9% | 4% | 0 | 0% | 41%[activator] | -2% | 0% | -4% | 2%
COC(=O)c1ccccc1Nc1ccccc1 | 172%[activator] | 131%[activator] | 6 | 0% | 169%[activator] | 75%[activator][59 µM] | 0% | -3% | 1%
COc1ccc(NC(=O)c2ccco2)cc1NC(=O)c1ccccc1[N+](=O)[O-] | -3%&-18% | -14%&-10% | 1&-1 | 0%&-14% | 14%&25% | -2% | 9%&11% | 3%&0% | 5%&-11%
Cc1cccc(N(C(=O)CNC(=O)c2cccs2)C(C(=O)NC2CCCC2)c2cccnc2)c1 (stereo unspecified) | -6% | -4% | -2 | -1% | 19% | 80%[activator][59 µM] | -3% | . | ?
CCN1CCN(C(=S)NC(=O)c2cccc(Br)c2)CC1 | . | -14% | 4 | 0% | ? | . | -2% | i | 4%
CCCCN(CCCNC(=O)c1ccc(Sc2ccc(Cl)cc2)c(NC(C)=O)c1)c1ccccc1 | ? | ? | 0 | 1% | -19% | ? | -4% | -3% | -1%
CCOC(=O)N1CCN(C(=O)CN(C2CCCCC2)S(=O)(=O)c2ccc(Cl)cc2)CC1 | 5% | -22% | -2 | 1% | 59%[activator] | -5%[59 µM] | 10% | i | 10%
CCOC(=O)C1CN(S(=O)(=O)c2ccc(OC)cc2)c2cc(CC(=O)OC)ccc2O1 (stereo unspecified) | 7% | -17% | 2 | 10% | 20% | -2%[59 µM] | -1% | 1% | -6%
O=C(Nc1ccccc1N1CCOCC1)C1CCN(S(=O)(=O)c2ccc(Cl)cc2)CC1 | ? | -4% | -4 | 0% | 63%[activator] | -8% | -3% | -12% | 0%
CC(=O)Nc1ccc(S(=O)(=O)NCC2CCC(C(=O)NCCc3ccccc3)CC2)cc1 (stereo unspecified) | 2%&2% | -6%&-5% | -1&0 | -10%&-3% | 49%&27%[activator] | -4% | -2%&-5% | -5%&-5% | 1%&1%
Cc1ccnc(NC(=O)C2CC(=O)N(c3ccc4c(c3)OCCO4)C2)c1 (stereo unspecified) | 79µM* | -14% | 1 | 1% | 14% | 19% | -2% | -8% | 2%
CN(c1ccccc1)S(=O)(=O)c1cc(C(=O)N2CCN(c3ccccn3)CC2)ccc1Cl | -8% | -33% | -1 | 13% | 4% | 9%[12.7 µM] | -6% | i | ?
O=C(c1ccsc1)N1CCCC(N2CCN(c3cccc(C(F)(F)F)c3)CC2)C1 (stereo unspecified) | -22% | -22% | -6 | 9% | 3% | 8% | 4% | -9% | 1%
O=C(Nc1ccc(Cl)cc1)NC1CCCCC1 | -3%[57.1 µM] | -1% | -1 | 7% | 32% | 38% | -1% | -1% | 2%
O=C(c1ccc([N+](=O)[O-])o1)N1CCc2ccccc21 | -23%[57.1 µM] | -19% | -9 | 3% | 43%[activator] | -48% | -1% | -7% | 8%
N#C/C(=C\c1ccc(-c2ccc(C(=O)O)cc2)o1)C(=O)Nc1ccccc1C(=O)O | ? | 79µM* | 2 | 8% | -5% | ? | 1% | -22% | 1%
CCC(CC)C(=O)NCCc1cc2c(OC)ccc(OC)c2[nH]c1=O | -3% | -23% | -9 | 5% | 18% | 11% | 3% | -2% | 2%
CCCCc1ccc(NS(=O)(=O)c2ccc(N3CCCCS3(=O)=O)cc2)cc1 | -16% | -15% | -3 | 4% | 21% | 5%[12.7 µM] | -2% | -3% | -3%
COc1ccc(C2C(C(N)=O)=C(C)Nc3nc(-c4cccc(Cl)c4)nn32)cc1OC (stereo unspecified) | 2% | -18% | -1 | 14% | 26% | 12%[12.7 µM] | 3% | -2% | 0%
Cc1ccc(NC(=O)CCC(=O)N2Cc3ccccc3Oc3ncccc32)cc1 | 13%[57.1 µM] | 2% | 1 | -8% | 19% | 4%[59 µM] | -5% | i | ?
CCOC(=O)c1cnc2c([N+](=O)[O-])cnn2c1C | -4% | -9% | 1 | -2% | 58%[activator] | -6% | 8% | i | 1%
Cc1noc(C)c1C(=O)NCc1ccco1 | 12% | -18% | 3 | -2% | 5% | 15%[12.7 µM] | -3% | 3% | -1%
Clc1ccc2nc3ccccn3c2c1 | . | 0% | 8 | 0% | 40%[activator] | 7%[59 µM] | -8% | -5% | -9%
CS(=O)(=O)Nc1nnc(SCC(=O)Nc2cccc([N+](=O)[O-])c2)s1 | -25% | 1% | 8 | -5% | 49%[activator] | ? | -1% | -4% | 0%
CCc1cccc(NC(=O)Cn2nc(-c3ccc(OC)cc3)ccc2=O)c1 | 1% | -9% | 4 | -6% | 29% | 3%[59 µM] | 1% | -8% | 4%
CCc1ccc(OCc2nnc(SCC(=O)N3CCOCC3)o2)cc1 | -1% | -13% | -2 | -1% | 32% | -3% | -6% | -7% | 6%
COC(=O)[C@H](CC(C)C)N1Cc2cc(OC)cc(OC)c2-c2ccccc2S1(=O)=O | . | -10% | -8 | ? | 34% | . | 0% | 10% | 13%
COc1ccc([N+](=O)[O-])cc1N(CC(=O)Nc1ccccc1C(=O)N1CCOCC1)S(C)(=O)=O | -9% | -14% | 3 | 20% | 14% | . | 7% | 12% | -5%
COc1ccc(OCC(=O)Nc2ccc(S(=O)(=O)Nc3nc(C)cc(C)n3)cc2)cc1 | -11% | -4% | 3 | 0% | 23% | 1% | 16% | 0% | 4%
COc1ccc([C@H]2CC(=O)C=C(c3ccc(C(F)(F)F)c(C(F)(F)F)c3)C2)cc1OC | -13% | -11% | -3 | -9% | 42% | -4%[0.501 µM] | -5% | -8% | -15%
O=C(Nc1ccc(Oc2ccc(NC(=O)C3CCCO3)cc2)cc1)C1CCCO1 (stereo unspecified) | 13% | -12% | -5 | 2% | 48%[activator] | 16% | 1% | -7% | -14%
CC(CCc1ccccc1)NC(=O)CN1CCOc2ccccc21 (stereo unspecified) | . | -33% | -1 | 24% | 40%[activator] | . | 8% | -5% | -2%
O=C(NC1CCN(Cc2ccccc2)CC1)c1cccc(S(=O)(=O)Nc2ccc(Br)cc2)c1 | -36% | -31% | 3 | 15% | -14% | 24%[0.501 µM] | 4% | -9% | 11%
COCCNC(=O)C(c1ccc(F)cc1)N(C(=O)CCC(=O)Nc1ccccn1)C1CCCCC1 (stereo unspecified) | 3% | 1% | -1 | 2% | 20% | ? | 1% | i | -2%
COc1ccc(/C=N\NC(=O)c2ccc(=O)[nH]n2)cc1O | 8% | -8% | -3 | ? | 38% | ? | 10% | -7% | 0%
O=C1CCCN1CC(O)CS(=O)(=O)Cc1ccc(Cl)c(Cl)c1 (stereo unspecified) | 8% | -8% | -3 | -1% | 47%[activator] | -7%[2.33 µM] | 9% | . | 2%
C1CCCN(CCCCN2CCCCCC2)CC1 | -8% | 3% | 0 | -2% | 55%[activator] | -11%[59 µM] | -3% | -2% | -5%
CC(C)NC(=O)c1onc(CSc2ccc(F)cc2)c1C(=O)O | ? | -1% | 0 | 1% | 29% | 32%[0.501 µM] | 0% | 1% | 1%
CCOc1ccc(NC(=O)NC23CC4CC(CC(C4)C2)C3)cc1 | 13% | -24% | -3 | 5% | 28% | -9%[59 µM] | -13% | -3% | ?
Cc1cc(C(F)F)n2ncc(C(=O)NCc3ccccc3)c2n1 | -4% | -9% | -4 | ? | 1% | -1%[12.7 µM] | -6% | i | -2%
O=C(C1CC1)N1CCc2cc(Br)cc(S(=O)(=O)NCC3COc4ccccc4O3)c21 (stereo unspecified) | 1% | -24% | 2 | 0% | 35% | -25%[12.7 µM] | -5% | -4% | 7%
COc1cccc(CN2CCNC(=O)C2CC(=O)N(C)CCC2CCOCC2)c1OC (stereo unspecified) | -20% | 7% | -4 | -6% | 31% | ? | -2% | i | -13%
O=C(CSc1ccccn1)c1ccc2c(c1)OCO2 | 6% | -2% | 1 | -2% | 40% | ? | -3% | -1% | 0%
